MEKK2mut PB1 HTS: signal of MEK5 binding to mutant human MEKK2 PB1 domain | bead flow cytometry, Alexa488-MEK5 binding to MEKK2 mutant | AID 1530 | 290,000 tested, 0.35% active | percent response, % at 10 µM; in the data active = percent response above about 24%, passing the limit was not always enough; note: inactives centre near 1; some results filed as inactive read as strong as hits
GalR3 antagonist: human GalR3 antagonism | AID 651719 | HEK293 GalR3-CNG cAMP membrane potential fluorescence; galR3 body fused to GalR1 C-terminus | O60755 | 360,000 tested, 0.44% active | inhibition, % at 3 µM;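 active = inhibition above the screen-wide average plus 3 SD, cut at about 13% in these data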;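 note: forskolin and galanin both at EC90 stimulate the cells; cAMP rise reported by CNG channel membrane potential dye signal; 0% = forskolin plus galanin with DMSO and 100% = forskolin alone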
Target sequence (O60755 1-299 limits assumed): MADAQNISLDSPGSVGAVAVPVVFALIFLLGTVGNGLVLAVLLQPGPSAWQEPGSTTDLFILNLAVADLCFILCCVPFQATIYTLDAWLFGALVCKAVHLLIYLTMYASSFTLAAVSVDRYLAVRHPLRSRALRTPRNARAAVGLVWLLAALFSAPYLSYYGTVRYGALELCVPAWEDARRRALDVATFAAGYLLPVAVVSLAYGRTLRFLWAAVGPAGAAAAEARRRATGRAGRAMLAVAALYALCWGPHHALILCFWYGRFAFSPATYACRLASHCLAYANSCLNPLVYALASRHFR
CRFR2-BP ag: agonists of human CRF-binding protein/CRF-R2 receptor complex; 350,000 tested, 0.46% active; activation, % at 13.2 µM; HEK293 CRF-R2/CRF-BP, calcium dye fluorescence (FLIPR); percent of saturating CRF peptide response;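 active = activation of at least 50%, plus an integration ratio under a set limit after plate pattern correction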;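 note: plate controls were neutral control wells without compound for no effect and CRF at EC100 for full effect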
DNA FID counter: counter-screen for HCV NS3 helicase inhibitors: DNA intercalator displacement; inhibition, % at 7.9 µM; AID 1845; 290,000 tested, 0.17% active; DNA fluorescent intercalator displacement, fluorescence; in the data active = inhibition above about 37%;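 note: 0% = vehicle and 100% = reference compound; higher means more ethidium bromide displaced from hairpin DNA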
SUMO HTRF inh: SUMOylation inhibition. HTRF SUMOylation assay, SAE1/SAE2 + UBC9, in vitro. inhibition, % at 35 µM. 290,000 tested, 0.36% active; in the data active = inhibition above about 50%, passing the limit was not always enough; note: strong numbers were not always called active
Target sequence (P63279 whole entry, looked up): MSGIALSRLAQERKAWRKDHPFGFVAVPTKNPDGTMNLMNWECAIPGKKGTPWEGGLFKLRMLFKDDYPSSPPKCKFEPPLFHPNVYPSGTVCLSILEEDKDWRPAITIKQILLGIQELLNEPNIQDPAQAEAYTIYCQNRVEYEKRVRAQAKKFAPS
MEKK2 WT-MEK5: raises or lowers MEK5 binding to wildtype human MEKK2 PB1 domain | binding response (% of control), % at 10 µM | bead flow cytometry, Alexa488-MEK5 binding to MEKK2 WT; actives lie on both sides | 290,000 tested, 1.1% active; in the data active = binding response below about 67% or above about 130%
MEKK3 PB1 HTS: modulators (inhibitors or enhancers) of MEK5 binding to human MEKK3 PB1 domain; Q99759; bead-based flow cytometry, Alexa488-MEK5 binding to MEKK3; actives lie on both sides; 0 = blocked by unlabeled MEK5, 100 = vehicle; binding response (% of control), % at 10 µM; 290,000 tested, 1.4% active;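 active = binding response more than 3 SD above or below the average of its plate-row segment, actives on both sides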;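 note: Alexa488 bead fluorescence after subtracting the streptavidin-only scavenger bead signal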
Target sequence (Q99759 whole entry, looked up, the tested form may be a part): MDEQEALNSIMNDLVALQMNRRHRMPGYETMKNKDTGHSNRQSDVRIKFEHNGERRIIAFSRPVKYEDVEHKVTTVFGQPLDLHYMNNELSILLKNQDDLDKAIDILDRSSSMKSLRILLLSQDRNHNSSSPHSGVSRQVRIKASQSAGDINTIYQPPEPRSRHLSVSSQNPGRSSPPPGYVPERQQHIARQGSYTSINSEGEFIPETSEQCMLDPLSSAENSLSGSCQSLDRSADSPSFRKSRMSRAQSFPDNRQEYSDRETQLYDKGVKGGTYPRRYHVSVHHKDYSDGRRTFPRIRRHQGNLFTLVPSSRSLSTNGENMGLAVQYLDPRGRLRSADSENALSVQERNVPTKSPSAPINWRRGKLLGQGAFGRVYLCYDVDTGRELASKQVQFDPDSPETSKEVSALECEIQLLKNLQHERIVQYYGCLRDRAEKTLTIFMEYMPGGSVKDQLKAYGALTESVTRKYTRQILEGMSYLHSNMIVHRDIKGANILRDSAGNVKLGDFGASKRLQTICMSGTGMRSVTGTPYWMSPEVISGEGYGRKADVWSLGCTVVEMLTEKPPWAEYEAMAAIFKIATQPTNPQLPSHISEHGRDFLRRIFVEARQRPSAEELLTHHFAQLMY
CRFR2-BP antag: blocks CRF-induced signaling of the CRF-BP/CRF-R2 complex | HEK293 CRF-R2/CRF-BP, CRF-induced calcium fluorescence | AID 588475 | 350,000 tested, 0.59% active | inhibition, % at 11.8 µM;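 active = inhibition of the ligand-induced calcium signal above about 50% at the single tested concentration, limit read from the data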
HCV NS3 hel inh: inhibitors of Hepatitis C virus NS3 helicase; NS3 helicase DNA unwinding, Cy5 molecular beacon fluorescence; inhibition, % at 10.9 µM; 290,000 tested, 0.56% active;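 active = inhibition above the mean of all tested compounds plus 3 SD, set per campaign, cut at about 35% in these data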;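 note: 0% = DMSO wells and 100% = thioflavine S control wells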
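Compound dosing – single dose, 10.9 µM nominal final, DMSO 0.8% final · System – NS3 helicase fragment of HCV · Buffer or medium – MOPS pH 6.5, MgCl2, DTT, Tween20, BSA · Signal – Cy5 beacon fluorescence read at start and 1 h · Also added – annealed dual-labelled DNA beacon duplex, ATP-started · Schedule – 1 h at 25 °C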
* = called active by the depositor. This is a subset; the hit share may differ from the screen's.

`COc1ccc(Cn2c(-c3ccco3)nc3c(c(=O)c4ccccc4n3C)c2=O)cc1` gave MEKK2mut PB1 HTS 28.0, GalR3 antagonist -4.8, CRFR2-BP ag -3.7, DNA FID counter -14.8, SUMO HTRF inh 26.0, MEKK2 WT-MEK5 108.0, MEKK3 PB1 HTS 136.0*, CRFR2-BP antag 72.0* and HCV NS3 hel inh 21.2.
COc1ccccc1N(C)S(=O)(=O)c1ccc(Cl)c(C(=O)NC2=NCCS2)c1 was read as MEKK2mut PB1 HTS -3.0, GalR3 antagonist 6.5, CRFR2-BP ag -1.0, DNA FID counter -10.3, SUMO HTRF inh 17.0, MEKK2 WT-MEK5 91.0, MEKK3 PB1 HTS 93.0, CRFR2-BP antag -2.1 and HCV NS3 hel inh -5.9.
COc1cccc(C(=O)Nc2nnc(S(=O)(=O)N(C)Cc3ccc(F)cc3)s2)c1 was read as MEKK2mut PB1 HTS 4.0, GalR3 antagonist 1.5, CRFR2-BP ag 1.5, DNA FID counter -13.5, SUMO HTRF inh 0.7, MEKK2 WT-MEK5 100.0, MEKK3 PB1 HTS 105.0, CRFR2-BP antag 10.7 and HCV NS3 hel inh -6.7.
COCCNC(=O)NC(=O)COC(=O)Cc1ccc2c(c1)OCCO2 was read as MEKK2mut PB1 HTS -4.0, GalR3 antagonist -2.4, CRFR2-BP ag 0.9, DNA FID counter -3.8, SUMO HTRF inh 13.4, MEKK2 WT-MEK5 91.0, MEKK3 PB1 HTS 97.0, CRFR2-BP antag -11.5 and HCV NS3 hel inh 0.6.
For CCOc1ccc(-c2nnc(SCc3nc4ccccc4[nH]3)n2N)cc1 the results were MEKK2mut PB1 HTS -3.0, GalR3 antagonist -4.2, CRFR2-BP ag -1.7, DNA FID counter -9.9, SUMO HTRF inh -7.0, MEKK2 WT-MEK5 101.0, MEKK3 PB1 HTS 101.0, CRFR2-BP antag -3.4 and HCV NS3 hel inh 0.4.
Screening CC(C)c1nnc(SCC(=O)NCCC2=CCCCC2)n1N returned MEKK2mut PB1 HTS 6.0, GalR3 antagonist -4.8, CRFR2-BP ag 2.6, DNA FID counter -5.0, SUMO HTRF inh 20.2, MEKK2 WT-MEK5 94.0, MEKK3 PB1 HTS 96.0, CRFR2-BP antag -13.1 and HCV NS3 hel inh 6.1.
COCCNC(=O)c1ccc(N2CC3CC(C2)c2cccc(=O)n2C3)c(NC(=O)c2cc(OC)cc(OC)c2)c1 (stereo not drawn) was read as MEKK2mut PB1 HTS -2.0, GalR3 antagonist -4.2, CRFR2-BP ag 6.1, DNA FID counter -30.7, MEKK2 WT-MEK5 93.0, MEKK3 PB1 HTS 96.0, CRFR2-BP antag -5.8 and HCV NS3 hel inh 4.4.
O=C(Nc1cccnc1)c1ccc(F)c(S(=O)(=O)N2CCOCC2)c1 was read as MEKK2mut PB1 HTS -4.0, GalR3 antagonist -6.5, CRFR2-BP ag -0.2, DNA FID counter -1.8, SUMO HTRF inh -13.0, MEKK2 WT-MEK5 99.0, MEKK3 PB1 HTS 97.0, CRFR2-BP antag 12.4 and HCV NS3 hel inh 18.4.
CCc1ccc(-n2c(C)cc(/C=N/NC(=O)c3ccncc3)c2C)cc1 was read as MEKK2mut PB1 HTS -1.0, GalR3 antagonist -4.8, CRFR2-BP ag 3.2, DNA FID counter -15.6, SUMO HTRF inh 23.0, MEKK2 WT-MEK5 101.0, MEKK3 PB1 HTS 100.0, CRFR2-BP antag 7.3 and HCV NS3 hel inh -27.2.
For CCOC(=O)c1c(NC(=O)CSc2nc3c(c(=O)n(C)c(=O)n3C)n2C(C)C)sc(C)c1C the results were MEKK2mut PB1 HTS -2.0, GalR3 antagonist -3.0, CRFR2-BP ag -1.3, DNA FID counter 0.4, SUMO HTRF inh 19.3, MEKK2 WT-MEK5 103.0, MEKK3 PB1 HTS 104.0, CRFR2-BP antag 1.9 and HCV NS3 hel inh -7.6.
For COc1ccc(N2CCCn3c2nc2c3c(=O)n(CCc3ccccc3)c(=O)n2C)cc1 the results were MEKK2mut PB1 HTS 0.0, GalR3 antagonist 1.2, CRFR2-BP ag -2.7, SUMO HTRF inh 11.4, MEKK2 WT-MEK5 95.0, MEKK3 PB1 HTS 100.0 and CRFR2-BP antag 3.2.
`CCOC(=O)c1c(-c2ccccc2)oc2ccc(OCC(O)CN(C)C)cc12` (stereo not drawn) gave MEKK2mut PB1 HTS 25.0*, GalR3 antagonist -9.6, CRFR2-BP ag 1.1, DNA FID counter 21.9, SUMO HTRF inh 39.5, MEKK2 WT-MEK5 162.0*, MEKK3 PB1 HTS 107.0, CRFR2-BP antag -3.3 and HCV NS3 hel inh -60.6.
Screening CCc1nc2nc(C)c(NS(=O)(=O)c3ccc(Cl)cc3)c(=O)n2[nH]1 returned MEKK2mut PB1 HTS -5.0, GalR3 antagonist -7.0, CRFR2-BP ag -0.1, DNA FID counter -4.0, SUMO HTRF inh 6.9, MEKK2 WT-MEK5 97.0, MEKK3 PB1 HTS 102.0, CRFR2-BP antag 3.7 and HCV NS3 hel inh 12.3.
`COC(=O)c1sc(N2C(=O)c3oc4ccccc4c(=O)c3C2c2cccc(O)c2)nc1C` (stereo not drawn) gave MEKK2mut PB1 HTS -2.0, GalR3 antagonist -5.2, CRFR2-BP ag -0.2, DNA FID counter 7.0, SUMO HTRF inh 22.7, MEKK2 WT-MEK5 100.0, MEKK3 PB1 HTS 104.0, CRFR2-BP antag -0.8 and HCV NS3 hel inh -17.9.
`CSc1nc(Cl)cc(=O)[nH]1` gave MEKK2mut PB1 HTS 14.0, GalR3 antagonist -9.7, CRFR2-BP ag 1.4, DNA FID counter -0.4, SUMO HTRF inh -1.0, MEKK2 WT-MEK5 94.0, MEKK3 PB1 HTS 91.0, CRFR2-BP antag 8.2 and HCV NS3 hel inh -2.3.
O=C1/C(=C/c2ccccn2)SC(=S)N1Cc1ccccc1 was read as MEKK2mut PB1 HTS -18.0, GalR3 antagonist -5.4, CRFR2-BP ag 7.2, DNA FID counter -0.5, SUMO HTRF inh 18.9, MEKK2 WT-MEK5 81.0, MEKK3 PB1 HTS 78.0, CRFR2-BP antag 18.8 and HCV NS3 hel inh 11.5.
For Cc1ccc(C)c(OCC(=O)Nc2ccc(N3CCOCC3)cc2)c1 the results were MEKK2mut PB1 HTS -12.0, GalR3 antagonist -2.0, CRFR2-BP ag 0.8, DNA FID counter -11.4, SUMO HTRF inh -1.3, MEKK2 WT-MEK5 79.0, MEKK3 PB1 HTS 80.0, CRFR2-BP antag -11.3 and HCV NS3 hel inh 5.5.
For CC(C)C(NC(=O)c1c(F)cccc1F)C(=O)NCCc1ccc(S(N)(=O)=O)cc1 (stereo not drawn) the results were MEKK2mut PB1 HTS -2.0, GalR3 antagonist -5.9, CRFR2-BP ag 0.8, DNA FID counter -7.2, SUMO HTRF inh 7.1, MEKK2 WT-MEK5 99.0, MEKK3 PB1 HTS 100.0, CRFR2-BP antag -8.0 and HCV NS3 hel inh -3.5.
For CCOC(=O)C1CCN(Cc2coc3c(Cl)cc(Cl)cc3c2=O)CC1 the results were MEKK2mut PB1 HTS -3.0, GalR3 antagonist -5.9, CRFR2-BP ag -2.6, DNA FID counter 4.0, SUMO HTRF inh 14.7, MEKK2 WT-MEK5 100.0, MEKK3 PB1 HTS 100.0, CRFR2-BP antag 23.6 and HCV NS3 hel inh 11.2.
CSc1cccc(NC(=O)C2CCN(S(C)(=O)=O)CC2)c1 was read as MEKK2mut PB1 HTS 4.0, GalR3 antagonist -3.1, CRFR2-BP ag 0.7, DNA FID counter 0.4, SUMO HTRF inh 2.2, MEKK2 WT-MEK5 100.0, MEKK3 PB1 HTS 101.0, CRFR2-BP antag -8.1 and HCV NS3 hel inh 4.1.
For COc1cc(C)c(S(=O)(=O)N2CCOCC2)cc1C(C)C the results were MEKK2mut PB1 HTS -4.0, GalR3 antagonist -6.6, CRFR2-BP ag -0.9, DNA FID counter -15.9, SUMO HTRF inh 5.4, MEKK2 WT-MEK5 92.0, MEKK3 PB1 HTS 95.0, CRFR2-BP antag 0.0 and HCV NS3 hel inh 7.8.
CC(=O)Nc1cccc(Oc2nc(-c3ccccn3)nc3ccccc23)c1 was read as MEKK2mut PB1 HTS -1.0, GalR3 antagonist -6.1, CRFR2-BP ag -1.4, DNA FID counter 0.9, SUMO HTRF inh -0.4, MEKK2 WT-MEK5 100.0, MEKK3 PB1 HTS 103.0, CRFR2-BP antag 7.1 and HCV NS3 hel inh -6.0.
COC(=O)Cn1cnc(=O)c(C#N)c1/C=C/N(C)C was read as MEKK2mut PB1 HTS -7.0, GalR3 antagonist -3.3, CRFR2-BP ag -2.3, DNA FID counter 0.3, SUMO HTRF inh 24.7, MEKK2 WT-MEK5 84.0, MEKK3 PB1 HTS 84.0, CRFR2-BP antag 18.8 and HCV NS3 hel inh 7.7.
`CCN(CC)S(=O)(=O)c1ccc(NC(=O)COc2c(OC)cccc2OC)cc1` gave MEKK2mut PB1 HTS -7.0, GalR3 antagonist -4.8, CRFR2-BP ag -1.1, DNA FID counter -8.7, SUMO HTRF inh 8.3, MEKK2 WT-MEK5 93.0, MEKK3 PB1 HTS 96.0, CRFR2-BP antag -19.0 and HCV NS3 hel inh -5.8.

Next section; the last 2 above are carried over.
COC(=O)Cn1cnc(=O)c(C#N)c1/C=C/N(C)C was read as MEKK2mut PB1 HTS -7.0, GalR3 antagonist -3.3, CRFR2-BP ag -2.3, DNA FID counter 0.3, SUMO HTRF inh 24.7, MEKK2 WT-MEK5 84.0, MEKK3 PB1 HTS 84.0, CRFR2-BP antag 18.8 and HCV NS3 hel inh 7.7.
`CCN(CC)S(=O)(=O)c1ccc(NC(=O)COc2c(OC)cccc2OC)cc1` gave MEKK2mut PB1 HTS -7.0, GalR3 antagonist -4.8, CRFR2-BP ag -1.1, DNA FID counter -8.7, SUMO HTRF inh 8.3, MEKK2 WT-MEK5 93.0, MEKK3 PB1 HTS 96.0, CRFR2-BP antag -19.0 and HCV NS3 hel inh -5.8.
`O=C(NC(=S)Nc1ccc(N2CCOCC2)c(Cl)c1)C(c1ccccc1)c1ccccc1` gave MEKK2mut PB1 HTS -2.0, GalR3 antagonist -4.0, CRFR2-BP ag 3.0, DNA FID counter -12.2, SUMO HTRF inh -3.1, MEKK2 WT-MEK5 99.0, MEKK3 PB1 HTS 104.0, CRFR2-BP antag 9.8 and HCV NS3 hel inh -5.3.
COc1cc(OC)c(NC(=O)c2ccc3c(SCC(=O)O)c4c(nc3c2)CCCC4)cc1Cl was read as MEKK2mut PB1 HTS -5.0, GalR3 antagonist -5.3, CRFR2-BP ag -0.3, DNA FID counter -25.8, SUMO HTRF inh 4.9, MEKK2 WT-MEK5 94.0, MEKK3 PB1 HTS 101.0, CRFR2-BP antag 22.3 and HCV NS3 hel inh 29.8.
O=C(O)c1ccc(COc2ccc([N+](=O)[O-])cc2)o1 was read as MEKK2mut PB1 HTS 3.0, GalR3 antagonist -9.6, CRFR2-BP ag 0.1, DNA FID counter -0.9, SUMO HTRF inh 21.6, MEKK2 WT-MEK5 99.0, MEKK3 PB1 HTS 102.0, CRFR2-BP antag -6.3 and HCV NS3 hel inh 8.7.
`O=C(CNc1ccc(C(F)(F)F)cc1[N+](=O)[O-])OCC(=O)c1ccccc1` gave MEKK2mut PB1 HTS -6.0, GalR3 antagonist 2.2, CRFR2-BP ag -0.3, DNA FID counter 4.6, SUMO HTRF inh 3.4, MEKK2 WT-MEK5 96.0, MEKK3 PB1 HTS 97.0, CRFR2-BP antag 2.7 and HCV NS3 hel inh -5.4.
